Bioassay records (PubChem BioAssay)
APJ ag: APJ receptor agonism. AID 2520. 330,000 compounds, 0.11% hits. P35414. CHO-K1 APJ PathHunter beta-arrestin, luminescence; 0% DMSO wells, 100% apelin. activation, % at 20 µM;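 active = activation more than six SD over the plate average, tested at 20 µM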;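 also: 0% = DMSO alone and 100% = apelin-13 at 10 nM; some results filed as inactive read as strong as hits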
Target sequence (P35414 whole entry, looked up): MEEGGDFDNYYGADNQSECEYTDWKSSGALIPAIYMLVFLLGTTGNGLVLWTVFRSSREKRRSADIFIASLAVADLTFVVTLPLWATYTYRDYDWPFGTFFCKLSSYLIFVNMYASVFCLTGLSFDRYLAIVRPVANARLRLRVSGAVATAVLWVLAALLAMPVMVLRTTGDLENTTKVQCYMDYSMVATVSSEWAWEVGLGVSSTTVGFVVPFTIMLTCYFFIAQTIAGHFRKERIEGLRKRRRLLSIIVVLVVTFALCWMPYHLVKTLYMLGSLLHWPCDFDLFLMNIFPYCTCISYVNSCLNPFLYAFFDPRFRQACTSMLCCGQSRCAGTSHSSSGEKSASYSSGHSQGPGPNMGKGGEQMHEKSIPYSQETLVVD
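Test system: CHO-K1 APJ beta-arrestin complementation cell line. Amount: cell density 1000 per well. Controls: DMSO negative, 10 nM Apelin-13 positive. Signal: luminescent beta-gal fragment complementation, chemiluminescent substrate. Read-out basis: agonist-driven arrestin binding to APJ. Timing: compound stimulation 90 min at 25 °C, detection 60 min.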
APJ antag: antagonists of human APJ apelin receptor; P35414; CHO-K1 APJ beta-arrestin complementation, luminescence; inhibition, % at 20 µM; 330,000 compounds, 0.32% hits; AID 2521;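 active = inhibition above about 40% at 20 µM, limit read from the data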;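 also: cells challenged with 10 nM apelin-13 agonist together with compound; plate controls were apelin-13 plus DMSO wells for no effect and DMSO wells lacking apelin-13 for full effect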
NALP3 yeast inh: inhibitors of NALP3 inflammasome in yeast | 330,000 compounds, 0.39% hits | Yeast reconstituted NLRP3/ASC/caspase-1, beta-gal luminescence, 24 h | inhibition, % at 10 µM;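 active = inhibition of 50% or more; inactive = inhibition below 50%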;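 also: plate controls were induced DMSO wells for no effect and uninduced yeast grown without galactose for full effect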
TIM10 inh: growth inhibitors of TIM10 yeast strain. S. cerevisiae TIM10 strain growth, BacTiter-Glo luminescence, 24 h. inhibition, % at 10 µM. 330,000 compounds, 1.4% hits. AID 463195;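 active = inhibition of 40% or more at the single tested concentration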;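 also: wild-type TIM10 isogenic control strain grown at permissive 25 °C; 0% = DMSO yeast wells and 100% = minimal medium wells without yeast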
MIN6 prolif: inducers of beta-cell replication in MIN6 cells; 330,000 compounds, 0.29% hits; MIN6 cells proliferation, ATPlite luminescence, 48 h; cells starved in 0.2% serum; 100% = growth in 10% serum; AID 2380; proliferation, % at 10 µM;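 active = compounds whose signal lies at least 3.5 SD above the mean of all wells on their plate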;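 also: 0% = DMSO-treated cells in low-serum medium and 100% = 10% serum control; some compounds called inactive have numbers as strong as hits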
tim10-1 inh: tim10-1 yeast growth inhibition | AID 463190 | inhibition, % at 20 µM | 330,000 compounds, 2.2% hits | S. cerevisiae tim10-1 ts strain growth, BacTiter-Glo, 24 h;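 active = inhibition of at least 40%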;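 also: mutant grown at 25 °C; 0% = DMSO wells with yeast and 100% = wells holding no yeast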
GRIN3A LBD mod: NR3A (human) ligand-binding domain modulation; 340,000 compounds, 2.5% hits; AID 1259313; NR3A LBD differential scanning fluorimetry, Tm shift; 0% = protein alone, 100% = glycine-bound protein; Tm shift relative to glycine control, % at 25 µM;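 active = melting temperature shift of at least 10% of the positive control shift, at one fixed dose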
tim23-1 inh: tim23-1 yeast growth inhibition; S. cerevisiae tim23-1 growth, BacTiter-Glo luminescence, 24 h; AID 463212; 330,000 compounds, 1.3% hits; inhibition, % at 20 µM;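 active = growth inhibition of the mutant yeast at or above 50%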;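 also: temperature-sensitive mutant grown at 25 °C; plate controls were DMSO-treated mutant yeast for no effect and medium wells lacking yeast for full effect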
MPTP inh: inhibitors of mitochondrial permeability transition pore. 360,000 compounds, 1.4% hits. inhibition, % at 10 µM. isolated mouse mitochondria, Ca2+ swelling absorbance, 30 min;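 active = inhibition of 50% or more, scaled per plate between neutral and stimulator controls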;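 also: 0% = DMSO wells given calcium and 100% = 1 mM EGTA wells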
Starred values were filed as active, the others as inactive; nt = not tested or not shown; & = joins results of further samples.

Start of the data: the first 3 compounds (preview)
SMILES	APJ ag	APJ antag	NALP3 yeast inh	TIM10 inh	MIN6 prolif	tim10-1 inh	GRIN3A LBD mod	tim23-1 inh	MPTP inh
CCCc1nn2c(=O)c(C(c3cccc(Cl)c3)c3c(O)nc4sc(CCC)nn4c3=O)c(O)nc2s1	-3	5	-11	12	-1	6	-5	6	-0.4
CC(C)c1ccccc1NC(=S)NC(=O)C1CCCCC1	-4	20	19	28	-6	20	0	34	-0.9
Cc1ccc2nc(CCc3nc4ccc(C)cc4o3)oc2c1	-4	15	50	-2	0	2	1	-11	1.1

All compounds of this part, from the first entry:
SMILES	APJ ag	APJ antag	NALP3 yeast inh	TIM10 inh	MIN6 prolif	tim10-1 inh	GRIN3A LBD mod	tim23-1 inh	MPTP inh
CCCc1nn2c(=O)c(C(c3cccc(Cl)c3)c3c(O)nc4sc(CCC)nn4c3=O)c(O)nc2s1	-3	5	-11	12	-1	6	-5	6	-0.4
CC(C)c1ccccc1NC(=S)NC(=O)C1CCCCC1	-4	20	19	28	-6	20	0	34	-0.9
Cc1ccc2nc(CCc3nc4ccc(C)cc4o3)oc2c1	-4	15	50	-2	0	2	1	-11	1.1
COC(=O)CCCCCCCC(=O)Nc1nnc(C(F)(F)F)s1	-1	14	19	7	3	16	0	16	2.5
COc1ccc(/C(C)=N/OCC(=O)Nc2nc3ccccc3s2)cc1OC	-2	17	12	10	-1	20	4	32	2.9
CSc1nc2ccc(NC(=O)c3ccc(F)c(F)c3)cc2s1	7	7	26	2	-4	-8	28*	-20	0.1
CCOc1ccc(N2C(=O)NC(Cc3c[nH]c4ccccc34)C2=O)cc1 (stereo not given)	2	3	-4	9	-2	12	-23	25	0.3
O=C1N=C(N2CCN(Cc3ccccc3)CC2)S/C1=C/c1cccs1	-2	-4	30	-21	-3	3	1	12	6.2
Cc1cc(N)n(-c2ccc(S(=O)(=O)c3ccc(C(C)C)cc3)cc2)n1	-2	-16	10	-38	-3	-24	-2	-31	0.1
Cc1cc(-c2nc(C)c(-c3nnc(SCC(=O)Nc4ccccc4)n3C)s2)no1	0	-22	6	-19	2	-6	1	4	3.1
O=C(NC1C2CC3CC(C2)CC1C3)c1ccc(N2CCNCC2)c([N+](=O)[O-])c1 (stereo not given)	-1	6	8	14	-4	10	-1	17	-2.4
Cc1ccc(C(=O)CNc2ccc(C)c(Cl)c2)cc1	-8	64*	24	-19	0	0	-1	11	0.4
Cc1ccc(C(=O)Nc2ccccc2C(=O)O)cc1S(=O)(=O)NCc1ccccc1	-2	-12	17	6	-2	1	-1	16	3.5
O=C(COC(=O)CN1C(=O)COc2ccccc21)NCc1ccc(F)cc1	14	-26	4	-1	-1	4	-2	11	-0.2
CC(C)=CCC/C(C)=C/CNC(=O)CC1C[C@H](C(=O)N(C(C)C)C(C)C)[C@@]2(C)c3[nH]c4ccccc4c3CCN2C1=O (stereo not given in full)	0	2	17	22	-5	28	-11	28	-2.1
CCOc1ccc(CNC(=O)CCC(=O)N2Cc3ccccc3Oc3ncccc32)cc1	-4	8	0	2	1	19	-1	10	-1.4
COCCCN(Cc1cccs1)S(=O)(=O)c1csc(C(N)=O)c1	6	-1	9	-5	-2	-15	-1	-2	1.9
CN(C)CCNC(=O)C(=O)NCC1CCCN1S(=O)(=O)c1cccs1 (stereo not given)	-2	6	11	8	-1	5	-1	-3	-1.6
Cc1cc(C)c(NC(=O)CNC(=O)CN2C(=O)NC3(CCCc4ccccc43)C2=O)c(C)c1 (stereo not given)	-2	0	16	-5	-3	5	2	9	-1.6
CSc1nnc(-c2ccccc2N=Cc2c(C)[nH]n(-c3ccc4ccccc4c3)c2=O)c(=O)[nH]1	-6	21	13	9	-3	10	9	-1	0.7
Cn1c(COc2ccccc2)nnc1SCc1cc(=O)[nH]c2ccccc12	3	-3	4	1	-3	9	0	-2	-0.5
CC(=O)Nc1ccccc1C(=O)N1CCc2ccccc21	-3	16	8	8	-3	5	-3	1	0.0
O=C(CS(=O)CC(=O)N(c1ccccc1)C(C(=O)NC1CCCC1)c1cccs1)Nc1ccc(F)cc1 (stereo not given)	0	10	-11	0	-2	10	-1	1	0.5
CCn1c(SC/C=C/c2ccccc2)nnc1-c1cccs1	-3	9	21	27	-5	7	0	45	4.4
CC(=O)N1CCN(c2ccc(NCc3ccc(Br)o3)cc2)CC1	3	-6	11	1	-1	2	-1	-1	-1.3
CCOC(=O)c1sc(N(C)C(C)=O)nc1C	-3	1	9	-11	0	-9	-2	9	-0.5
NS(=O)(=O)c1ccc(CCNC(=O)c2cc3ccccc3s2)cc1	-1	-1	-12	0	-3	10	-8	4	0.2
CCCSC1=N/C(=C\c2ccsc2)C(=O)S1	-2	15	-22	-9	-7	13	3	19	-2.1
CC(=O)c1sc(-c2ccccc2Cl)nc1C	-3	6	36	6	2	10	1	5	-1.4
O=C(Nc1ccccc1Cl)C1Cc2ccccc2O/C1=N\O (stereo not given)	0	-4	10	-8	0	4	1	11	0.6
Cc1ccc(O)c(-c2cc(C(=O)NCc3ccccc3)[nH]n2)c1	-2	2	12	-1	-1	0	-7	-5	4.5
O=C(Nc1nccs1)C1=COCCO1	-1	-6	17	-4	-5	6	2	21	-0.4
O=C(NCc1ccccn1)c1nn(-c2ccccc2)c(=O)c2ccccc12	-5	12	8	16	1	23	1	19	-0.7
NNC(=O)c1csc(-c2ncc(C(F)(F)F)cc2Cl)n1	2	13	9	1	-1	-22	-2	-30	1.6
O=C(COc1ccccc1)Nc1ccc2oc(=O)ccc2c1	1	3	28	3	5	11	-20	17	-1.0
CC1CSc2nnc(CCc3ccccc3)n21 (stereo not given)	-4	9	-2	-3	1	-3	-1	-16	-1.0
COc1ccc(C2(C(=O)NCCCN3CCOCC3)CCOCC2)cc1	1	17	8	-14	2	12	-1	-7	0.2
O=C(CCCOc1ccc(Cl)cc1Cl)N/N=C/c1ccccc1O	-3	3	12	41*	-5	-1	18*	39	34
CCOc1ccc2c(c1)/C(=C(\C(Cl)=C(Cl)Cl)[N+](=O)[O-])N2	2	-2	3	5	-2	6	0	4	1.1
[O-]/[N+](=C/c1cccnc1)c1ccc(Br)cc1	-5	-26	9	2	-1	17	2	16	0.1
COc1cccc(NC(=O)Cn2cnc3sc(C)c(S(=O)(=O)N4CCN(C)CC4)c3c2=O)c1	-7	10	5	9	-2	7	-2	-9	0.8
O=C(NC1CC1)c1cc(F)c(F)cc1Cl	-4	24	1	-7	-4	13	-3	24	-0.7
CC(C)NC(=O)N(C)C[C@H]1Oc2ccc(NC(=O)Nc3ccc(C(F)(F)F)cc3)cc2C(=O)N([C@H](C)CO)C[C@@H]1C	0	-21	-5	-7	-2	5	-7	-6	-2.2
CS(=O)(=O)N(CC(=O)Nc1ccccc1)c1cccc(Cl)c1Cl	-3	21	12	7	0	21	-1	26	-0.6
Cc1ccc(Cl)cc1N1CCN(C(=O)C2CCC(=O)N2C(C)C)CC1 (stereo not given)	-3	-1	15	-15	-4	25	1	6	-0.7
CCOc1ccc2nc(NC(=O)C3CCCN(S(=O)(=O)c4cccs4)C3)sc2c1 (stereo not given)	-1	-7	20	25	-2	12	-1	14	0.8
Cn1c(C(=O)NCC2CCCO2)cc2c(=O)[nH]c3ccccc3c21 (stereo not given)	0	5	-4	6	-1	11	-2	-1	-1.3
CC(=O)c1c(C)nn(CC(=O)NC2CCCN(Cc3ccc(CC(C)C)cc3)C2)c1C (stereo not given)	-1	-10	11	2	-1	-7	1	-9	-0.1
CC1CCC(NC(=O)c2ccc3snnc3c2)CC1 (stereo not given)	-6	-13	15	-11	-1	25	5	19	-0.9
COc1ccccc1N1CCN(C(=O)CSc2nc3ccccc3c(=O)n2CC2CCCO2)CC1 (stereo not given)	3	-11	5	6	4	22	-2	27	0.8
Cc1ccc(OCCn2c(C)nc3ccccc32)cc1	0	3	36	9	-3	14	0	25	9.4
COc1cc(NC(=O)c2ccco2)c(OC)cc1NC(=O)Nc1cccc(Cl)c1	5	1	9	8	-2	14	22*	21	2.4
Cc1cccc(C)c1OCc1cc(C(=O)N2CCNC(=O)C2)no1	1	13	21	-4	-2	-11	-1	15	-1.0
CCN(CC)CC(=O)Nc1sc(C)c(C)c1C(=O)c1ccc(C)cc1	-1	2	15	14	-5	28	-4	19	0.6
O=C(C[n+]1cccc(O)c1)Nc1ccc(Br)cc1	-3	-3	8	-16	-2	-7	2	-4	0.1
CCc1nc2c(c(=O)c3ccccc3n2C)c(=O)n1CCc1ccc(OC)cc1	-1	17	37	16	0	-14	nt	14	nt
O=C1CCN(Cc2ccc(O)cc2)CCN1CCO	1	-67	8	14	0	8	-1	6	0.7&-1.1
O=C(CN1CCCC1)Nc1c2c(cc3c1CCC3)CCC2	-3	16	11	4	-1	-17	-2	1	-1.1
O=C(c1ccc(Cl)c(Cl)c1)N1CCC(=O)N(C(COCc2cccc(Cl)c2)Cc2ccccc2)CC1 (stereo not given)	0	6	-3	11	-8	38	-14	12	0.9
Clc1ccc2nc(CN3CCCc4ccccc43)cn2c1	-1	3	-36	20	-3	33	-2	11	0.5
The list goes on:
SMILES	APJ ag	APJ antag	NALP3 yeast inh	TIM10 inh	MIN6 prolif	tim10-1 inh	GRIN3A LBD mod	tim23-1 inh	MPTP inh
Cn1nc(C(C)(C)C)c([N+](=O)[O-])c1C(=O)NC1CCCCC1	-4	8	3	-1	0	-3	2	-1	1.3
CCCNC(=O)Cn1cccc1C(=O)c1ccccc1	-4	17	10	0	-1	7	-1	4	2.3
Cn1nnc2cc(C(=O)N3CCN(c4ccccn4)CC3)ccc21	-2	7	19	3	-1	4	1	14	0.3
O=C(NCc1ccccc1)C1CC(=O)N(C2CCCCC2)C1 (stereo not given)	-5	10	19	10	4	10	-1	7	-0.9
O=C(Oc1ccc2c(c1)OCC2=O)c1ccc(Cl)cc1	0	-1	12	31	-3	20	-1	25	1.1
O=S1(=O)CCOC[C@H](c2ccccc2)N1Cc1cccc(Cl)c1	-8	17	22	-1	-2	28	2	-5	0.2
N#CCCN(C(=O)CSc1ccc2c(c1)OCCO2)c1ccc(F)cc1	-4	-8	15	10	-2	20	1	29	-3.0
Cc1sc2nc(SCC(=O)NCCOCCO)nc(N)c2c1C	-1	7	0	2	-1	3	-2	8	2.4
CCOC(=O)C1(Cc2ccccc2C)CCCN(C(=O)c2ccc(CSC)o2)C1 (stereo not given)	-7	-32	-5	20	3	21	1	28	-1.1
CC(Sc1ncnc2c1cnn2-c1ccccc1)C(=O)Nc1ccc(N2CCOCC2)cc1 (stereo not given)	1	-7	8	0	1	-10	1	-6	2.2
Cc1c(C(c2cc3c(cc2Br)OCO3)c2c(C)n(C)n(-c3ccccc3)c2=O)c(=O)n(-c2ccccc2)n1C	-6	-10	10	4	2	6	-2	-2	2.3
COc1ccc(C(=O)/C=C/c2ccc(O)cc2)cc1	-4	1	30	22	-5	33	7	38	1.5
Cc1ccc(-n2c(SCC(=O)NCc3ccco3)nnc2-c2cccnc2)cc1	-6	-14	2	-14	-2	8	1	-7	-0.1
O=C(O)Cc1sc(-c2ccccc2)nc1-c1cccs1	0	0	1	-1	-2	5	-2	25	2.4
Cc1cc(OCc2nnc(SC(C)C(=O)O)n2Cc2ccccc2)ccc1Cl (stereo not given)	-3	-19	5	20	-1	15	-1	18	0.9
Nc1nonc1-n1nnc(C(=O)N/N=C/c2ccc(Br)cc2)c1CN1CCOCC1	1	16	8	-1	3	26	-6	9	-0.1

Rows are unselected; any-hit rate near 7.2%.
